hERG WT inh: KCNH2 (human, wildtype) channel inhibition; U2OS, BacMam KCNH2, thallium flux FluxOr; stronger effect = lower value; activity change, % at 1.84 µM; 340,000 tested, 0.37% active; AID 720551;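 active = maximum activity change below -70%; inconclusive = maximum activity change between -70% and -50%; inactive = maximum activity change above -50%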; note: % is set by controls: 0 for no effect and ±100 for the full control effect
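U2OS cells transduced with wild-type KCNH2 virus are loaded with FluxOr dye for 45 min, and thallium flux is measured in kinetic reads before and after stimulation buffer. Rate constants are normalized to DMSO controls.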
USP2a block: USP2a (human) protease inhibition. USP2 core, Ub-CHOP2 coupled fluorogenic reporter, 485/531. Potency, µM (highest dose often 38.3 µM), for inactives: at the highest dose activity change, negative = inhibition, actives largely listed as inhibitors. 330,000 tested, 0.01% active;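 note: potency is the fitted concentration of half-maximal effect; plate controls were DMSO wells for no effect and full inhibition by NEM control for full effect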
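Deubiquitinase activity read as fluorescence (485/531 nm) after Ub-CHOP2 cleavage activates the enterokinase reporter on its substrate; USP2 core 10nM, Ub-CHOP2 and substrate 25nM each, 30min compound preincubation then 60min RT; data normalized to NEM, curves fitted.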
A-T KAP1 phos: candidate therapy for ataxia-telangiectasia. 320,000 tested, 0.19% active. […] A-T fibroblasts, KAP-1 phosphorylation AlphaLISA; neocarzinostatin DNA damage 30 min before lysis. Potency, µM (doses to about 57.5 µM), for inactives: at the top dose activation, most hits filed as activators; note: potency is the fitted concentration of half-maximal effect; % of control where 0% means no effect; nearly all actives have a fitted effect of over 45% in size
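hTERT-immortalized A-T patient fibroblasts ([…]), 500 cells/well in OPTI-MEM, 1% FBS, got compounds for 60 min, then NCS for 30 min at 37C. Lysates were then assayed for phospho-KAP-1 by AlphaLISA (anti-pKAP1 donor, anti-KAP1 acceptor beads), 6 hr at 25C.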
TRPV1 ag: activates the human vanilloid receptor TRPV1; Q8NER1; TRPV1-expressing cells, Fluo-8 calcium influx, agonist mode; activation, % at 8.33 µM; 320,000 tested, 0.19% active; AID 540275; in the data active = activation above about 80%; inconclusive = between about 30% and that limit; note: 0% is about no effect
Target sequence (Q8NER1 whole entry, looked up): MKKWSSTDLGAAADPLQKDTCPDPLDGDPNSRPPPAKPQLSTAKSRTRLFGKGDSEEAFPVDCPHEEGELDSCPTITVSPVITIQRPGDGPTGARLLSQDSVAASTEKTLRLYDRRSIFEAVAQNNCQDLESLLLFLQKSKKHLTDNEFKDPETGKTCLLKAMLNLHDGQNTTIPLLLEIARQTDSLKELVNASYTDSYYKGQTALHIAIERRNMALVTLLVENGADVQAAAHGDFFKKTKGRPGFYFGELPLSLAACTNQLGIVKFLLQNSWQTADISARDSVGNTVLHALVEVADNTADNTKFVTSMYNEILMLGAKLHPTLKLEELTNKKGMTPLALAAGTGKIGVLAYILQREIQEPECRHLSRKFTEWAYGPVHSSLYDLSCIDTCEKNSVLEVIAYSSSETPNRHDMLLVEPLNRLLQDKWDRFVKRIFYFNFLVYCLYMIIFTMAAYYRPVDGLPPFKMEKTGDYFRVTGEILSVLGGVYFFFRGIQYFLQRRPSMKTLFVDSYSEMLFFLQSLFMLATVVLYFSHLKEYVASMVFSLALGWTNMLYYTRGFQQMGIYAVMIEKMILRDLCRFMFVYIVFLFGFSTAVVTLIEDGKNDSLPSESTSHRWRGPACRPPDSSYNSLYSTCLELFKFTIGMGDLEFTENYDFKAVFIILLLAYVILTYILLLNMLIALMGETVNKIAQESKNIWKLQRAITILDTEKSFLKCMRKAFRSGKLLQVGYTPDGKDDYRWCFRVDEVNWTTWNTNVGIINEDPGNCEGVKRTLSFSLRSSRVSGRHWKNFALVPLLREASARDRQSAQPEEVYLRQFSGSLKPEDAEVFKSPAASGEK
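TRPV1-expressing cells were cultured overnight at 35.5C and loaded with Fluo-8 calcium dye for 40 to 90 min at room temperature. After a 10 s baseline, compound was added and calcium influx was read kinetically for 3 min (ex 480/em 520 nm).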
TCR activator: activators of T cell receptors | primary human leukocytes, anti-CD3, IL-2 HTRF, 48 h | Potency, µM (highest dose often 9.22 µM), without a hit: at the highest dose activation of IL-2 secretion, hits mostly activators | 330,000 tested, under 10 active; note: % of control where 0% means no effect
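48 hr co-incubation of compounds, a-CD3 beads and primary human leukocytes; IL-2 quantified homogeneously by HTRF with anti-IL-2 K and d2 conjugates.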
Mito fusion act: mitochondrial division inhibition or fusion activation | S. cerevisiae fusion-defective mutant growth rescue, CellTiterGlo 48 h | Potency, µM (titrated, usually from 46.1 µM), for the others: at the top dose growth rescue (activation), usual class: activators | 320,000 tested, 0.23% active;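 note: potency is the fitted concentration of half-maximal effect; % of control where 0% means no effect; nearly all actives have a fitted effect of over 45% in size; temperature-sensitive fusion mutants such as fzo1-1 at 37 °C on non-fermentable ethanol glycerol medium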
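Growth-rescue viability read-out: after 48 h at the non-permissive 37C in glycerol/ethanol YPEG, yeast mitochondrial fusion mutants are measured by CellTiterGlo luminescence; compounds (23 nl pinned per well) restoring growth score as division inhibitors or fusion activators.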
ELG1 DNA repair: blocks ELG1-dependent DNA repair in HEK293T cells | HEK293T ELG1-luciferase reporter, luminescence, 16 h; DNA damage induced by 5-fluorouridine | 330,000 tested, 2.3% active | AID 504467 | Potency, µM (doses to about 46.1 µM), inactives show at the top dose activity change, negative = inhibition, hits mostly inhibitors; note: potency is the fitted concentration of half-maximal effect; % is set by controls: 0 for no effect and ±100 for the full control effect; nearly all actives have a fitted effect of over 55% in size
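Step one: seed 2,000 cells per well. Step two: pin-transfer compound or DMSO alongside 5-fluorouridine. Step three: incubate 16 hr, 37 °C, 5% CO2. Step four: add ONE-Glo, wait 30 min, read luminescence.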
Eya2 inh: inhibitors of human Eya2 phosphatase activity; Potency, µM (doses to about 76.9 µM), inactives show at the top dose activity, negative = inhibition, most hits filed as inhibitors; recombinant Eya2, OMFP fluorescence dephosphorylation (OMFP is methylfluorescein phosphate); O00167; 330,000 tested, 0.006% active; AID 488837; note: potency is the fitted concentration of half-maximal effect; % is set by controls: 0 for no effect and ±100 for the full control effect
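Eya2 protein (added as 0.2 uM solution) was preincubated with compound for 10 min at ambient temperature in 50 mM HEPES pH 7.5, 50 mM NaCl, 5 uM MgCl2, 0.05% BSA, 1 mM DTT. OMFP (added at 50 uM) then reacted 10 min; fluorescence read at 485/525 nm.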
KCNH2 3.1 inh: KCNH2 3.1 (human) potassium channel inhibition; U2OS KCNH2 3.1, thallium flux FluxOr; stronger effect = lower value; activity change, % (tested at about 1.8 µM); 340,000 tested, 0.95% active;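 active = maximum activity change below -70%; inconclusive = maximum activity change from -70% to -50%; inactive = maximum activity change above -50%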;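 note: thallium influx rate constant from kinetic fluorescence after stimulation buffer; % is set by controls: 0 for no effect and ±100 for the full control effect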
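U2OS cells transduced with KCNH2 3.1 mutant virus (1.77 x 10^8 /mL, 4 h), plated overnight at 37 C, loaded 45 min with FluxOr dye plus Red40 quencher. Thallium flux rate constant from kinetic reads after stimulation buffer, normalised to controls.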
TSHR antag: blocks TSH signaling through the human TSH receptor. P16473. AID 504810. TSHR-expressing cells, TSH-stimulated cAMP HTRF, 2 h; stronger effect = lower value. 330,000 tested, 0.2% active. activity change, negative = inhibition, % at 11.5 µM;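 active = activity change below a set negative limit, meaning inhibition stronger than a set level, cut at about -70% in these data; inconclusive = activity change between two set negative limits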; note: % is set by controls: 0 for no effect and ±100 for the full control effect
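TSHR-expressing cells were treated with compounds, then stimulated with TSH at EC80 (4nM final) for 2 hours at 37 deg C. Cellular cAMP was measured by HTRF competition between lysate cAMP and cAMP-d2 for a cryptate-labelled anti-cAMP antibody.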
Active calls of the source: *; u = inconclusive; x = no result given; [ ] = remark or other dose. Unless noted, calls come from the whole dose curve; as a rule, active = well fitted curve in the direction sought with a large enough effect; inconclusive = small, poorly fitted or top-dose-only effect, or another doubt; inactive = no such curve, though single readings can be large; an effect the other way counts as inactive or inconclusive. A portion of the library; count on the stated rates, not on these rows.

SMILES	hERG WT inh	USP2a block	A-T KAP1 phos	TRPV1 ag	TCR activator	Mito fusion act	ELG1 DNA repair	Eya2 inh	KCNH2 3.1 inh	TSHR antag
COc1cc(NC(=O)c2cc(-c3ccccc3)nc3c2cnn3C(C)C)cc(OC)c1OC	-2	-1%	-11%	x	1%	x	3.7µM*	-15%	2	13
CCCCN(C)CCC(=O)Nc1ccc(F)c(F)c1	5	2%	12%	3	-4%[46.1 µM]	-5%	0%	1%	6	5
CCc1ccc(NC(=O)c2ccc(C3SCC(=O)N3CCc3ccccc3)cc2)cc1 (centres undefined)	1	-1%	0%	2	-2%	-2%	10µM*	-7%	5	-32
CCOc1ccccc1Nc1ccc2nonc2c1[N+](=O)[O-]	5	5%	-2%	7	-3%	7%	-7%	11%	2	-8
O=C(COC(=O)/C=C/c1cccc(Cl)c1)NC1CC1	1	0%	-10%	10	4%	1%	-1%	5%	4	9
CCn1cc(S(=O)(=O)c2ccccc2)c(=O)c2cc(F)c(N3CCN(C)CC3)cc21	2	6%	-12%	1	3%	-1%	5%	-3%	-5	-16
O=C(NCCc1ccccc1)c1ccc(NCC2CCCO2)c([N+](=O)[O-])c1 (centres undefined)	9	-6%	-1%	4	-68%	-8%	u	-5%	6	7
COc1ccc2c(c1)c(=O)oc1c(C)c(OCC(=O)N3CCc4ccccc4C3)ccc12	5	-1%	1%	5	-3%	-3%	12%	-3%	-4	-2
CCN(C(=O)c1c(C)noc1C)c1c(N)n(Cc2ccccc2)c(=O)[nH]c1=O	-4	1%	-1%	-1	2%	-2%	-1%	-1%	16	-2
CC(C)C(=O)Nc1cc(-c2nc3ncccc3o2)ccc1Cl	-1	-1%	4%	3	3%	1%	12%	-1%	15	-12
N#Cc1nc(-c2ccco2)oc1N1CCC(C(N)=O)CC1	3	-1%	17%	4	1%	u	7%	-1%	5	23
Cc1ccccc1NC(=O)N1CCCC1C(=O)NCc1ccccc1 (centres undefined)	-2	-1%	-14%	-6	6%	-1%	-5%	u	-18	-10

In another format: entries from further up.
| Compound | hERG WT inh | USP2a block | A-T KAP1 phos | TRPV1 ag | TCR activator | Mito fusion act | ELG1 DNA repair | Eya2 inh | KCNH2 3.1 inh | TSHR antag |
| --- | --- | --- | --- | --- | --- | --- | --- | --- | --- | --- |
| COc1cc(NC(=O)c2cc(-c3ccccc3)nc3c2cnn3C(C)C)cc(OC)c1OC | -2 | -1% | -11% | x | 1% | x | 3.7µM* | -15% | 2 | 13 |
| CCCCN(C)CCC(=O)Nc1ccc(F)c(F)c1 | 5 | 2% | 12% | 3 | -4%[46.1 µM] | -5% | 0% | 1% | 6 | 5 |
| CCc1ccc(NC(=O)c2ccc(C3SCC(=O)N3CCc3ccccc3)cc2)cc1 (centres undefined) | 1 | -1% | 0% | 2 | -2% | -2% | 10µM* | -7% | 5 | -32 |
| CCOc1ccccc1Nc1ccc2nonc2c1[N+](=O)[O-] | 5 | 5% | -2% | 7 | -3% | 7% | -7% | 11% | 2 | -8 |
| O=C(COC(=O)/C=C/c1cccc(Cl)c1)NC1CC1 | 1 | 0% | -10% | 10 | 4% | 1% | -1% | 5% | 4 | 9 |
| CCn1cc(S(=O)(=O)c2ccccc2)c(=O)c2cc(F)c(N3CCN(C)CC3)cc21 | 2 | 6% | -12% | 1 | 3% | -1% | 5% | -3% | -5 | -16 |
| O=C(NCCc1ccccc1)c1ccc(NCC2CCCO2)c([N+](=O)[O-])c1 (centres undefined) | 9 | -6% | -1% | 4 | -68% | -8% | u | -5% | 6 | 7 |
| COc1ccc2c(c1)c(=O)oc1c(C)c(OCC(=O)N3CCc4ccccc4C3)ccc12 | 5 | -1% | 1% | 5 | -3% | -3% | 12% | -3% | -4 | -2 |
| CCN(C(=O)c1c(C)noc1C)c1c(N)n(Cc2ccccc2)c(=O)[nH]c1=O | -4 | 1% | -1% | -1 | 2% | -2% | -1% | -1% | 16 | -2 |
| CC(C)C(=O)Nc1cc(-c2nc3ncccc3o2)ccc1Cl | -1 | -1% | 4% | 3 | 3% | 1% | 12% | -1% | 15 | -12 |

Next section:
SMILES	hERG WT inh	USP2a block	A-T KAP1 phos	TRPV1 ag	TCR activator	Mito fusion act	ELG1 DNA repair	Eya2 inh	KCNH2 3.1 inh	TSHR antag
O=C(CCc1nc(-c2ccccc2)no1)NCc1ccccc1CN1CCOCC1	-2	-4%	6%	0	9%	-2%	-2%	-15%	-10	-9
Oc1ccc(/C=N/n2cc(-c3ccccc3)[nH]c2=S)cc1	6	0%	5%	1	-9%	-1%	15%	1%	8	3
CN(CCCC(=O)Nc1ccccc1)S(=O)(=O)c1ccc(Cl)cc1	-9	-5%	-3%	u	-6%	-4%	13%	-4%	0	8
CCc1cccc2c(/C=N/NC(=O)c3cccc(S(=O)(=O)Nc4ccccc4Cl)c3)c[nH]c12	-8	-1%	4%	0	13%[46.1 µM]	3%	-13%	-1%	-11	-3
CC1CCN(Cc2nnnn2CCCC(=O)NCCc2cnn(C)c2)CC1	0	2%	-3%	1	-1%	-4%	6%	0%	5	-6
CCOc1c(OC)ccc2c3c(c(=O)oc12)CCCC3	-8	4%	1%	2	-2%	4%	-12%	-35%	12	-7
Cc1ccc(/C=C/C(=O)OCC(=O)NCc2cccs2)o1	0	-1%	7%	x	-2%[46.1 µM]	x	15%	0%	-1	-5
Cc1cc(NC(=O)c2cnn3cccnc23)nn1CC(=O)Nc1cccnc1	-11	-1%	0%	2	-1%	-4%	1%	-20%	20	-2
CCCCCCC1(C)NC(=S)N(c2ccccc2)N1 (centres undefined)	12	2%	4%	0	3%	-6%	u	16%	2	2
Cc1nc(SCc2ccc(Cl)c(Cl)c2)n[nH]1	-14	0%	4%	u	x	-12%	u	-5%	1	1
S=C(NCC1CCCO1)Nc1cc(Cl)c(Cl)cc1Cl (centres undefined)	-2	3%	2%	15	2%	-7%	1%	-1%	10	-3
CCc1nc2c(oc3ccccc32)c(=O)[nH]1	5	-7%	11%	-1	-3%	13%	u	19%	-4	23
CC1(C)Cc2cccc(OCC(=O)NC3CC3)c2O1	12	1%	9%	5	4%	-2%	u	-15%	22	-1
COc1ccc(-c2cc(C(=O)N(C)Cc3cccc(OC)c3OC)c3ccccc3n2)cc1OC	2	-1%	1%	5	8%	-16%	13µM*	4%	5	26
CCOC(=O)C1(Cc2cccc(F)c2)CCN(C(=O)c2cnccn2)CC1	4	0%	-2%	2	-4%	7%	-1%	13%	-5	2
CC1CCCN(c2c3c(nc4ccccc24)CCCC3)C1 (centres undefined)	28	-1%	10%	20	-5%	-14%	-28%	-1%	-37	-3
CCCC1(c2ccccc2)NC(=O)N(CC(=O)NCC2COc3ccccc3O2)C1=O (centres undefined)	-6	0%	0%	2	3%	2%	-2%	13%	9	2
O=C(/C(=C/c1ccncc1)n1ccnc1)c1ccc(Cl)cc1Cl	-1	2%	50%	1	-4%	-1%	u	-10%	1	0
Cc1nnc(SCC(=O)Nc2nc(C(C)(C)C)cs2)s1	7	2%	-4%	8	5%	-4%	-20%	9%	-23	-12
COc1ccc(NC(=O)Cn2cnc3c(oc4nc5c(cc43)COC(C)(C)C5)c2=O)cc1	-9	3%	1%	x	-1%	-1%	21%	-9%	8	0
COc1ccc([N+](=O)[O-])cc1NC(=O)C(C)OC(=O)Cn1[nH]c(=O)c2ccccc2c1=O (centres undefined)	-11	0%	2%	0	2%	-6%	9%	-15%	7	8
Cc1ccc(NC(=O)CN(C)S(=O)(=O)c2cccc3cccnc23)c(C)c1	9	0%	-1%	2	2%	-6%	-12%	21%	-25	-7
CCC(C(=O)N1CCOCC1)n1c(C(=O)OC)cc2occc21 (centres undefined)	12	4%	-4%	2	1%	2%	5%	7%	-2	11
O=C1CCC(=O)N1c1ccc(-c2nc3ccccc3s2)cc1	-9	5%	-1%	2	1%	-2%	u	-7%	x	1
CCN1C(=O)/C(=C\c2ccc(-c3ccc([N+](=O)[O-])cc3OC)o2)SC1=Nc1cccc(C(=O)O)c1	-1	9%	0%	-2	-4%	-10%	u	1%	7	-4
CN(Cc1ccccc1N1CCCC1)C(=O)c1cc2cc(Cl)ccc2o1	-5	-1%	18%	8	3%	19%	-16%	u	-21	13
CCCc1nnc(NC(=O)CCC(=O)N2CCN(C3CCCC3)CC2)s1	1	5%	9%	-1	-6%	4%	-4%	6%	4	-12
CCOc1ccccc1NC(=O)CSc1nc(N)c(C#N)cc1C#N	4	1%	4%	0	6%	1%	10%	16%	-18	-7
O=S(=O)(NCC1CCCO1)c1cccc2nsnc12 (centres undefined)	8	-1%	8%	-2	-1%	-3%	-3%	-6%	8	0
COc1cc(C(CCN2CCCC(C)C2)c2c(OC)cc(OC)c3c2OC(=O)CC3c2ccc(N(C)C)cc2)cc(OC)c1OC (centres undefined)	-22	9%	-6%	u	-2%	-1%	5%	-4%	-27	3

Screening data from PubChem BioAssay.
